High-throughput results as filed in PubChem BioAssay.
LEDGF integ inh: blockers of LEDGF/p75-dependent integrase strand transfer – biochemical, TR-FRET, high throughput, primary screen; TR-FRET IN-LEDGF/p75 DNA integration, Eu/Cy5; inhibition, % at 3.7 µM; 370,000 compounds, 0.64% hits; AID 743269, 2014;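 active = inhibition above the screen-wide mean plus 3 SD, cut at about 13% in these data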;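 also: signal is the Cy5 over europium emission ratio at 671 and 618 nm; 0% = plate median of compound wells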
PG9 binder: binders of HIV-1 gp120 antibody PG9, primary screen, biochemical, TR-FRET | TR-FRET gp120-PG9 antibody binding | inhibition, % at 6.7 µM | 360,000 compounds, 0.43% hits; in the data active = inhibition above about 8.5%
TCR CD3 inh: inhibitors of human TCR-CD3 interaction, primary screen, biochemical, fluorescence, TAMRA-labeled TCR probe | AID 651800, 2012 | 360,000 compounds, 0.37% hits | inhibition, % at 9.4 µM | T-cell receptor (TCR); in the data active = inhibition above about 19%;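 also: recombinant mutant TCR 2C K166C tagged with TAMRA read by polarization; 0% = receptor in buffer alone and 100% = receptor with positive control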
MBD2 DNA inh: inhibitors of MBD2 binding to methylated DNA, primary screen, biochemical, TR-FRET, DNA-binding domain, human. MBD2 binding to methylated oligonucleotide. Methyl-CpG-binding domain protein 2 (Homo sapiens), Q9UBB5. 370,000 compounds, 0.31% hits. AID 686964, 2013. inhibition, % at 4.4 µM; in the data active = inhibition above about 13%
Target sequence (Q9UBB5 whole entry, looked up, the tested form may be a part): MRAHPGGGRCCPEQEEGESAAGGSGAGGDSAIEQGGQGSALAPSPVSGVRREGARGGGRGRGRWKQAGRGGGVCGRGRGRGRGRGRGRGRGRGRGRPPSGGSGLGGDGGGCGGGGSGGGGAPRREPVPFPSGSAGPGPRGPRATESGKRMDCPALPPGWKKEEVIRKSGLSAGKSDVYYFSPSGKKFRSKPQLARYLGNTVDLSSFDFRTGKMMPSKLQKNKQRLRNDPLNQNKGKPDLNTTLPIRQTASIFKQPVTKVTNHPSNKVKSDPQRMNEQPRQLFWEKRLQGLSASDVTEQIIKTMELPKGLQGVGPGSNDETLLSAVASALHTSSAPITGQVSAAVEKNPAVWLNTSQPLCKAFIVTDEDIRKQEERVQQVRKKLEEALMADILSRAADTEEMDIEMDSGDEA
rCAG binder: binders of r(CAG) RNA repeats, primary screen, biochemical, fluorescence. AID 651821, 2012. r(CAG) RNA repeat, TO-PRO-1 dye displacement fluorescence. inhibition, % at 3 µM. 370,000 compounds, 1.3% hits;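 active = inhibition above the plate cutoff, the mean of all test compounds on that plate plus 3 SD, cut at about 35% in these data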;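 also: 0% = DMSO alone and 100% = 100 µM mitoxantrone as full dye displacement; higher means more dye released from RNA so lower well fluorescence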
HTRA1 inhibitor: HTRA1 serine protease inhibitors, primary screen, biochemical, fluorescence polarization, HTS; 340,000 compounds, 0.5% hits; Q92743; inhibition, % at 5.96 µM; recombinant HTRA1, FP-rhodamine activity-based probe; AID 504803, 2011; in the data active = inhibition above about 36%;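 also: 0% = enzyme with DMSO and 100% = wells lacking enzyme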
Target sequence (Q92743 whole entry, looked up): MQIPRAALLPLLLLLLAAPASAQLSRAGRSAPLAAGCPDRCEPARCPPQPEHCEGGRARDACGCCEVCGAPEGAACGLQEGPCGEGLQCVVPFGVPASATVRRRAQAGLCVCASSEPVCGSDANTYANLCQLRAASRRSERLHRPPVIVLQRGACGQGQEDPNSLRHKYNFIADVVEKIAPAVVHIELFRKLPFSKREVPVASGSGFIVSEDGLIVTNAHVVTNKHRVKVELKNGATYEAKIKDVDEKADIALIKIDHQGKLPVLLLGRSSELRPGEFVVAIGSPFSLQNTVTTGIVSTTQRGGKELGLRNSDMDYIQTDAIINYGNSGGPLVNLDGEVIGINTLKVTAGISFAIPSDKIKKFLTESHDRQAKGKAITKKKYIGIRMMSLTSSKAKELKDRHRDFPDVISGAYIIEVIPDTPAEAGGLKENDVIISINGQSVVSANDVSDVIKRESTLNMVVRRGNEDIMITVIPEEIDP
UHRF1 binding: UHRF1 methylated DNA binding inhibitors, primary screen, counter-screen for MBD2 inhibitor project, biochemical, TR-FRET, human UHRF1, single concentration | UHRF1 binding to methylated oligo | E3 ubiquitin-protein ligase UHRF1 (Homo sapiens), Q96T88 | inhibition, % at 4.4 µM | 370,000 compounds, 0.75% hits | AID 687016, 2013; in the data active = inhibition above about 21%;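 also: UHRF1 SRA domain binding a hemimethylated CpG hairpin DNA probe; 0% = median of test compound wells and 100% = reference inhibitor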
Rev-erbA mod: modulators of Rev-erb alpha DNA binding, primary screen, biochemical, FITC-DNA, fluorescence polarization, uHTS; Rev-erbα–FITC-DNA binding, 90 min; activity, % at 10 µM; 370,000 compounds, 0.79% hits; AID 1259318, 2017;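 active = activity above about 14%, limit read from the data; passing the limit was not always enough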;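 also: 0% = DMSO wells with 35 nM protein and 100% = DMSO wells with 750 nM protein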
ABHD4 inh: ABHD4 inhibitors, primary screen, biochemical, fluorescence polarization, mouse; (Lyso)-N-acylphosphatidylethanolamine lipase (Mus musculus), Q8VD66; purified mABHD4, FP-Rh probe fluorescence polarization; inhibition, % at 8.92 µM; 370,000 compounds, 0.54% hits; AID 720543, 2013;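 active = inhibition exceeding the mean over every tested compound plus 3 SD, cut at about 30% in these data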;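 also: 0% = plate median of compound wells and 100% = S159A mutant with DMSO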
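Doses – 8.92 µM, single dose · Material – wild-type mouse ABHD4 protein · Replication – single well per compound (singlicate) · Measure – percent inhibition of probe binding, normalized to plate controls · Schedule – 45 min compound pre-incubation plus 60 min probe step, 25 °C · Detection – fluorescence polarization with parallel and perpendicular emission, 525/598 nm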
PRMT1 FP inh: PRMT1 methyltransferase inhibitors, primary screen, biochemical, fluorescence polarization; Protein arginine N-methyltransferase 1 (Homo sapiens), Q99873; recombinant PRMT1, activity-based probe fluorescence polarization; inhibition, % at 2.79 µM; 370,000 compounds, 1.3% hits;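 active = inhibition above about 21% made by adding two undisclosed values, limit read from the data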
* marks the source's active call; other numbers are inactive results; . = no result given.

SMILES	LEDGF integ inh	PG9 binder	TCR CD3 inh	MBD2 DNA inh	rCAG binder	HTRA1 inhibitor	UHRF1 binding	Rev-erbA mod	ABHD4 inh	PRMT1 FP inh
Cc1ccc(C(=O)NCc2ccncc2)cc1S(=O)(=O)Nc1cccc(C)c1C	0	-1.0	3	-2	2	-4	-1	-3	-1	0
Cc1cccc(C)c1NC(=O)C1c2cccc[n+]2CC(=O)N1Cc1cccs1 (stereo not drawn)	-1	0.1	-3	46*	6	5	-1	2	9	3
CCOC(=O)Cc1csc(NC(=O)CSc2nnc(-c3cccnc3)n2Cc2ccco2)n1	3	-0.3	8	-2	-7	-4	-2	6	0	-1
COc1ccc(CN(Cc2ccc(C(=O)O)cc2)C(=S)Nc2ccccc2Cl)cc1OC	-3	2.7	-1	-3	15	-7	-1	7	-5	2
COCCNC(=O)C1CCCN(C(=O)c2ccc(SC(F)(F)F)cc2)CC1 (stereo not drawn)	1	-0.6	6	-4	2	.	-3	-3	2	2
COc1ccc(N2CCN(CCC3Oc4cc([N+](=O)[O-])ccc4NC3=O)CC2)cc1 (stereo not drawn)	-6	-2.9	-4	-2	-2	3	0	6	1	6
Oc1oc(-c2ccccc2)nc1C=NCc1ccncc1	0	-2.2	7	5	4	4	-1	-3	-2	-2
Cc1nc(-c2ccccn2)nc(SCC(=O)c2ccccc2)c1Cl	10	-2.7	-2	-5	-2	.	-1	3	-2	-4
O=C(NCc1cccnc1)c1ccc2c(c1)OCO2	-1	1.2	-11	5	-1	0	3	-2	3	0
O=C(O)/C=C/c1ccc(S(=O)(=O)N2CCCCCC2)cc1	-1	-1.8	13	3	6	3	-2	0	-4	0
NC(=O)CS(=O)(=O)c1nc2ccccc2n1Cc1ccccc1F	-5	1.7	-2	6	1	-1	2	.	-9	3
COCCN(CCOC)C(=O)[C@H](CCc1ccccc1)NC(=O)[C@H]1O[C@@H](n2cnc3c(N)ncnc32)[C@H](O)[C@@H]1O	0	0.9	2	5	-1	.	0	4	10	7
COc1ccc(-c2cc(=O)oc3cc(OC(C)C(=O)NCc4ccccn4)ccc23)cc1 (stereo not drawn)	5	-0.6	3	-2	-5	-5	2	-6	6	-5
Cc1cc(C(F)(F)F)cc(NNC(=O)NC(=O)c2c(F)cccc2Cl)n1	-1	0.3	2	-9	-6	1	0	-6	-2	1
CC(C)CCN1C(=O)c2cccc3c(N)ccc(c23)C1=O	-5	0.6	-2	-7	-452	14	-36	139*	50*	158*
COc1ccc(Cl)cc1NC(=O)c1ccc2c(SCC(=O)O)c3c(nc2c1)CCCC3	-1	1.0	11	-3	6	-43	-1	7	-4	-2
Cc1cc(C(=O)CSc2nnc3ccccn23)c(C)n1-c1ccccc1	-3	0.7	1	10	-4	-10	3	-1	-4	6
CC(C)n1c(C(=O)OCC(=O)NCc2ccc3c(c2)OCO3)cc2occc21	-4	-1.1	1	1	-4	-19	-1	-1	-3	3
COc1cc(NS(=O)(=O)c2ccc(OC)c(OC)c2)cc(OC)c1	5	1.0	-2	-5	0	6	-2	-6	-12	-4
COc1ccc(CCNC(=O)CN(C)S(=O)(=O)c2ccc3c(c2)CCC(=O)N3)cc1OC	-2	-1.4	2	3	0	6	1	-2	6	2
CCOc1cc(CNCc2ccccn2)ccc1OCC(=O)NC1CCCCC1	2	-0.7	0	10	-9	2	1	5	3	-1
CC(=O)N1CCc2c(sc(NC(=O)C3CCCCC3)c2C(N)=O)C1	4	0.6	0	-8	3	0	-2	2	5	4
CCN(CC)C(=O)c1cn(CCC#N)nc1-c1ccc(F)cc1	0	-0.2	9	-1	-5	8	-2	-6	-1	0
Cc1ccc(S(=O)(=O)N2CCOCC2)cc1C(=O)NC1=NCCS1	-5	2.5	2	1	3	7	-1	-6	3	2
CC(=O)Nn1cc2c(=O)n(C)c(=O)n(C)c2c1	-2	1.2	7	1	1	3	-8	-6	0	2
CC(C)[C@H](NS(=O)(=O)c1ccccc1)C(=O)Nc1ccccc1N1CCOCC1	0	-2.4	3	-5	-1	3	0	-1	-6	-4
COc1cc2oc(=O)cc(CN3CCN(c4ccc(Cl)c(Cl)c4)CC3)c2cc1Cl	3	-0.8	1	0	8	.	10	1	0	1
CC(=O)Nc1ccc(NC(=O)CSc2ccc(-c3ccc4c(c3)OCO4)nn2)cc1	7	-2.7	-2	-4	7	-5	0	6	3	0
COC(=O)c1c(NC(=O)COc2ccc(Cl)cc2)sc2c1CC(C)(C)NC2(C)C	-4	-0.9	3	2	1	-20	0	-6	14	-1
Cc1cc(=O)oc2cc(OCC(=O)OCC(=O)Nc3ccccc3Br)ccc12	-5	0.6	-4	0	-3	2	4	-3	12	2
N#CC1=C(C2CC2)CC(c2ccccc2)C(C#N)=C1N (stereo not drawn)	-1	0.0	4	-1	4	-7	-2	1	11	5
Cc1cccc(C)c1NC(=O)CN1CCN(C(=O)C2CCC2)CC1	-2	-0.2	1	1	-5	-1	-2	-2	2	0
COc1ccc(C2C3=C(CC(C)(C)CC3=O)Oc3ncn4nc(-c5ccccc5)nc4c32)cc1 (stereo not drawn)	2	-1.1	-3	-4	2	0	0	2	-1	-11
COc1c(C)cc(Br)cc1C(=O)NC(=S)Nc1ccc(Cl)c(C(=O)O)c1	0	-2.6	-6	0	4	7	2	-2	-6	3
COc1cc(/C(C)=N/NC(=O)Cc2c(C)[nH][nH]c2=O)ccc1O	0	-0.4	-1	2	0	5	-2	4	0	2
CSc1nsc(SCc2ccc(Cl)cc2)n1	-4	-2.3	-4	-2	0	-6	4	2	-4	-1

Profiles, looked up by structure:
Entry for Cc1cccc(C)c1NC(=O)CN1CCN(C(=O)C2CCC2)CC1 = LEDGF integ inh: -2; PG9 binder: -0.2; TCR CD3 inh: 1; MBD2 DNA inh: 1; rCAG binder: -5; HTRA1 inhibitor: -1; UHRF1 binding: -2; Rev-erbA mod: -2; ABHD4 inh: 2; PRMT1 FP inh: 0
Entry for N#CC1=C(C2CC2)CC(c2ccccc2)C(C#N)=C1N (stereo not drawn) = LEDGF integ inh: -1; PG9 binder: 0.0; TCR CD3 inh: 4; MBD2 DNA inh: -1; rCAG binder: 4; HTRA1 inhibitor: -7; UHRF1 binding: -2; Rev-erbA mod: 1; ABHD4 inh: 11; PRMT1 FP inh: 5

Just TCR CD3 inh (three entries from above):
mol | TCR CD3 inh
Cc1ccc(C(=O)NCc2ccncc2)cc1S(=O)(=O)Nc1cccc(C)c1C | 3
Cc1ccc(S(=O)(=O)N2CCOCC2)cc1C(=O)NC1=NCCS1 | 2
Cc1cc(=O)oc2cc(OCC(=O)OCC(=O)Nc3ccccc3Br)ccc12 | -4

(next part)
SMILES	LEDGF integ inh	PG9 binder	TCR CD3 inh	MBD2 DNA inh	rCAG binder	HTRA1 inhibitor	UHRF1 binding	Rev-erbA mod	ABHD4 inh	PRMT1 FP inh
CC(C)Oc1ccc(S(=O)(=O)N2CCOCC2)cc1NC(=O)Cc1cccs1	0	1.9	3	-4	0	-17	-1	-3	3	2
Cn1c2nc3ccccc3c-2nc2ccccc21	3	-27	6	-19	5	15	-10	-12	5	-2
Cc1ccc2[nH]c(C)c(CCN(Cc3cccnc3)C(=S)NC(C)(C)C)c2c1	-1	-1.3	1	-4	-3	2	2	-5	2	1
O=C(Nc1ccccc1)c1sccc1Oc1ccc([N+](=O)[O-])cc1F	4	-1.7	2	0	-1	-21	3	0	9	0
Cc1sc2nc(CN3CCCCC3)nc(Nc3ccc4c(c3)OCCO4)c2c1C	-4	-1.4	2	9	-3	11	-2	-9	2	-3
Cc1cc(Nc2ccccc2)nn1C(=O)c1ccc(Cl)cc1	-1	0.1	0	-2	-2	-1	0	3	7	2
CC(C(=O)NCCCn1ccnc1)(c1ccccc1)c1ccccc1	2	-3.0	1	-6	-3	-4	-4	1	-2	-2
COC(=O)[C@]12C[C@H](CC(=O)NCc3ccc(C)o3)C(=O)N(Cc3cccc4ccccc34)C1=C[C@H](C1CCCC1)O[C@@H]2C	0	.	.	5	8	.	-1	9	-15	1
COc1ccc(-c2ccoc2)cc1[C@H]1[C@H]2C=CC[C@@H](C)[C@@H]2C(=O)N1Cc1ccccc1	3	2.3	-2	-6	7	-56	-1	3	-5	-2
COc1ccc(S(=O)(=O)N2CCOC2CNC(=O)C(=O)NCCN2CCOCC2)cc1C (stereo not drawn)	0	-1.6	-7	-2	-5	2	-1	1	6	-2
Cc1cccc(NC(=O)CCN2CCN(C/C=C/c3ccccc3)CC2)c1	4	-0.8	-5	2	-12	-2	0	6	2	2
c1ccc(COc2ncnc3c2ncn3CCCNCC(c2ccccc2)c2ccccc2)cc1	-1	2.2	4	3	4	-40	3	-2	12	3

Grouped by structure, the compounds so far with a COOH group.
SMILES	LEDGF integ inh	PG9 binder	TCR CD3 inh	MBD2 DNA inh	rCAG binder	HTRA1 inhibitor	UHRF1 binding	Rev-erbA mod	ABHD4 inh	PRMT1 FP inh
COc1ccc(CN(Cc2ccc(C(=O)O)cc2)C(=S)Nc2ccccc2Cl)cc1OC	-3	2.7	-1	-3	15	-7	-1	7	-5	2
O=C(O)/C=C/c1ccc(S(=O)(=O)N2CCCCCC2)cc1	-1	-1.8	13	3	6	3	-2	0	-4	0
COc1ccc(Cl)cc1NC(=O)c1ccc2c(SCC(=O)O)c3c(nc2c1)CCCC3	-1	1.0	11	-3	6	-43	-1	7	-4	-2
COc1c(C)cc(Br)cc1C(=O)NC(=S)Nc1ccc(Cl)c(C(=O)O)c1	0	-2.6	-6	0	4	7	2	-2	-6	3

(more compounds)
SMILES	LEDGF integ inh	PG9 binder	TCR CD3 inh	MBD2 DNA inh	rCAG binder	HTRA1 inhibitor	UHRF1 binding	Rev-erbA mod	ABHD4 inh	PRMT1 FP inh
CCn1c(CCC(=O)O)nc2cc(S(=O)(=O)N(C)C)ccc21	-5	-2.8	3	3	-2	4	2	0	4	2
O=C1CCC(C(=O)N2CCCC(N3CCN(c4cccc(C(F)(F)F)c4)CC3)C2)=NN1 (stereo not drawn)	3	-0.4	13	-2	-3	0	-1	-2	-1	1
CC(=O)Nc1ccc(Nc2nc(C)c([N+](=O)[O-])c(Nc3ccccc3)n2)cc1	4	2.6	-6	-6	4	-7	-2	-3	5	-1
CCC(=O)N(c1nnc(SCC(=O)Nc2ccc(N3CCOCC3)cc2)s1)C1CC1	1	-2.6	-2	0	-1	11	0	2	-5	-1
O=c1cc(O)c2sc3nc4c(c(C(F)(F)F)c3c2[nH]1)CCCCC4	4	-0.6	-6	2	11	0	-2	-2	-2	0
CCOC(=O)C1CCCN(C(=O)c2ccc(Cl)c(S(=O)(=O)N3CCCCC3)c2)C1 (stereo not drawn)	4	-3.2	-1	5	-7	-1	-3	0	2	-2
CN(C)c1ccc(CNn2cnnc2SCc2ccccc2F)cc1	1	-3.0	7	0	-2	-1	3	-3	2	2

These rows are one share of the data. The share of hits here may be higher or lower than overall.
